Assay outcomes deposited in PubChem BioAssay by National Center for Advancing Translational Sciences (NCATS).
pAkt inh: HTS Assay for Inhibitors of Akt Phophorylation: Primary Screen; Neuro2A IGF-stimulated pAkt S473 HTRF, 20 min; hits give low values; 360,000 compounds, 0.32% hits; activity change, % for hits at 50 µM; in the data active = activity change below about -80%; inconclusive = mostly about -51% to -80%; note: % is set by controls: 0 for no effect and ±100 for the full control effect
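Single-point screen (50 µM final compound) in Neuro2A cells stimulated 20 min with 6 nM IGF at 37 deg C. After lysis, Ser473-phosphorylated Akt read by HTRF (ex 330 nm, em 615/665 nm) as the 665/615 ratio.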
GLP1R inv ag: qHTS of GLP-1 Receptor Inverse Agonists (Inhibition Mode). Glucagon-like peptide 1 receptor (Homo sapiens), P43220. HEK293 GLP-1R CRE-luciferase, luminescence, 24 h; GLP-1R form is constitutively active. Potency, µM (series often up to 38.3 µM), without a hit: at the top dose activity change, negative = inhibition, usual class: inhibitors. 410,000 compounds, 1.6% hits. AID 624417, 2012; note: potency is the fitted concentration of half-maximal effect; % is set by controls: 0 for no effect and ±100 for the full control effect; nearly all actives have a fitted effect of over 55% in size
Target sequence (P43220 whole entry, looked up): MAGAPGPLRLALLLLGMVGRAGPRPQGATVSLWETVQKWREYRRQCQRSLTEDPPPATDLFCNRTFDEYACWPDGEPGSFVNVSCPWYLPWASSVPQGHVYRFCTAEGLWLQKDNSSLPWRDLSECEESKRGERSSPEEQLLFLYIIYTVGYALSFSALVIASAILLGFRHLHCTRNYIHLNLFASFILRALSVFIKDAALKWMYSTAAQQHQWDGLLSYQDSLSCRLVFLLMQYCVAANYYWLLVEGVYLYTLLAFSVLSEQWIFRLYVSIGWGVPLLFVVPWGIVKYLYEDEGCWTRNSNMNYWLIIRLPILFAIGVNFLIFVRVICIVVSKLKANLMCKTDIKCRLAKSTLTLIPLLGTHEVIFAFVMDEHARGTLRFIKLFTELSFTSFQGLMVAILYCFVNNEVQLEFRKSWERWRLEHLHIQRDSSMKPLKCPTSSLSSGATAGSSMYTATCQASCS
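Luminescence readout: a drop in cAMP-driven luciferase signal flags inverse agonism at a constitutively active GLP-1R stably expressed in HEK293. Compound exposure lasted 24 hr at 37 deg C, 5% CO2.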
TDP43 rescue: qHTS of TDP-43 Inhibitors. TDP-43 expressing yeast growth rescue, BacTiter-Glo, 24 h. Potency, µM (titrated, usually from 46.1 µM), without a hit: top-dose growth rescue (activation), actives largely listed as activators. 410,000 compounds, 1.8% hits; note: potency is the fitted concentration of half-maximal effect; % of control where 0% means no effect; nearly all actives have a fitted effect of over 50% in size
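In this qHTS, compounds that restore growth of yeast expressing TDP-43 appear as activators. Cells (OD600=0.02, galactose medium, raffinose-pregrown) are incubated with compound 24 hr at 30 deg C and growth is quantified by BacTiter-Glo.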
FUS yeast rescue: qHTS for Suppressors of FUS Proteinopathy: Primary screen using FUS-linked yeast assay. Potency, µM (top dose mostly 76.6 µM), for the others: at the highest dose growth rescue (activation), most hits filed as activators. S. cerevisiae FUS-expressing, growth rescue, OD600, 24 h. AID 1347120, 2019. 390,000 compounds, 0.24% hits;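 note: potency is the fitted concentration of half-maximal effect; plate controls were DMSO vehicle for no effect and reference control for full effect; nearly all actives have a fitted effect of over 55% in size; some results filed as inactive show a strong effect at the top dose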
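Quantitative HTS measuring growth restoration of FUS-toxic yeast. Galactose-induced cells (OD 0.005) were exposed 24hr at 30C to compounds at several concentrations, then absorbance at 600 nm was recorded.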
GLP1R cytotox: qHTS of GLP-1 Receptor Inverse Agonists: Cytotox Screen. HEK293 cAMP-luciferase reporter cells, luminescence, 24 h. Potency, µM (top dose mostly 38.3 µM), for the others: at the top dose activity change, negative = inhibition, actives largely listed as inhibitors. 410,000 compounds, 0.13% hits;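 note: loss of luciferase light is scored as toxicity; potency is the fitted concentration of half-maximal effect; % is set by controls: 0 for no effect and ±100 for the full control effect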
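MLSMR compounds, 24 hr on cells at 37 deg C/5% CO2; luminescence after luciferase reagent (12 min RT). Inhibition counted as the undesired cytotoxic outcome.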
aSyn rescue: qHTS of alpha-syn Inhibitors | Potency, µM (titrated, usually from 46.1 µM), without a hit: at the top dose growth rescue (activation), usual class: activators | 370,000 compounds, 0.14% hits | Yeast expressing alpha-synuclein, growth rescue, BacTiter-Glo, 24 h; note: potency is the fitted concentration of half-maximal effect; % of control where 0% means no effect; nearly all actives have a fitted effect of over 65% in size
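Screening used galactose-induced yeast with toxic alpha-synuclein levels, exposed to compound for 24 hr at 30 deg C. Cell growth, read with BacTiter-Glo luminescence, gave the measured signal.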
MmCpn inh: Inhibitors of TCP-1 ring complex (TRiC) of Methanococcus maripaludis (MmCpn): qHTS | Chaperonin Mm-Cpn (Methanococcus maripaludis) | purified Mm-Cpn ATPase, ADP Transcreener TR-FRET | Potency, µM (titrated, usually from 76.9 µM), inactives show top-dose activity, negative = inhibition, most hits filed as inhibitors | 330,000 compounds, 0.031% hits | AID 504842, 2011; note: potency is the fitted concentration of half-maximal effect; % is set by controls: 0 for no effect and ±100 for the full control effect; nearly all actives have a fitted effect of over 80% in size
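ATP (10 uM final) was added to archaeal chaperonin (25 nM final) after 10 min exposure to test compound at 37°C; after 30 min further incubation, ADP was detected by competitive TR-FRET.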
PTHR1 agonist: qHTS for PTHR1 Agonists: Primary Screen | AID 743266, 2014 | HEK293 GP2 PTHR1 cells, GloSensor cAMP luminescence, 1 h | Parathyroid hormone/parathyroid hormone-related peptide receptor (Homo sapiens), Q03431 | Potency, µM (doses to about 115 µM), without a hit: at the top dose activation, actives largely listed as activators | 410,000 compounds, 0.075% hits; note: potency is the fitted concentration of half-maximal effect; nearly all actives have a fitted effect of over 55% in size; some results filed as inactive show a strong effect at the top dose; inactives centre near -15; many of its hits are not listed in these tables
Target sequence (Q03431 whole entry, looked up): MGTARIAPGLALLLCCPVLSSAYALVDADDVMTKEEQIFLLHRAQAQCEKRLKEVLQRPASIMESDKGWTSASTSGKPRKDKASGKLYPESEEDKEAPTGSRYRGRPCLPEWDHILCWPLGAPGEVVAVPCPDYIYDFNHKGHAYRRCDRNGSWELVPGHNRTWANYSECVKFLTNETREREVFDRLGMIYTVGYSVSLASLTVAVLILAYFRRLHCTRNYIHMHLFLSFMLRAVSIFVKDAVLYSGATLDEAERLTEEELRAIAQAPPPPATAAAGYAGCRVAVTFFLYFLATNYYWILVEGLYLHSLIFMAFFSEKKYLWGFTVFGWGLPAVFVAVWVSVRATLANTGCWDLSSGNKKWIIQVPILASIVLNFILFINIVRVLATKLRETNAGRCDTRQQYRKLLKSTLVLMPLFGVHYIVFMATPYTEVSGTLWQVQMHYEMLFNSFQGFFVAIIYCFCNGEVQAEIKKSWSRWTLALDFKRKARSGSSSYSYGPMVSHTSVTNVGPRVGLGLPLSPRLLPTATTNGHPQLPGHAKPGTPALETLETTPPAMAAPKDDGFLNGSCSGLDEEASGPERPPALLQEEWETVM
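HEK-293-derived GP2 cells expressing PTHR1 and a GloSensor cAMP reporter, 3,000/well, plated overnight, given luciferin plus IBMX (each 0.5 mM as added) for 1 h at 37 °C, then compound for 1 h at 37 °C. Luminescence was read after 15 min at room temperature.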
Abeta rescue: qHTS for compounds that reverse cellular toxicity of Amyloid beta (A-beta) peptide in yeast: Primary Screen | 410,000 compounds, 0.063% hits | Potency, µM (series often up to 46.1 µM), inactives show at the top dose growth rescue, actives largely listed as activators | yeast expressing A-beta42, growth rescue, OD600, 48 h; response scale: 0% DMSO, 100% iron-clioquinol control | AID 1347071, 2019; note: potency is the fitted concentration of half-maximal effect; nearly all actives have a fitted effect of over 55% in size
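Yeast A-beta toxicity model in growth medium with pinned compounds, 48 h at 30 C; growth read as absorbance at 600 nm. Normalized to FeCl3/clioquinol equimolar mix (positive) and DMSO (negative).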
Active calls of the source: *; & = joins results of further samples; [ ] = another dose, or the depositor's remark. Unless noted, calls come from the whole dose curve; as a rule, active = well fitted curve in the direction sought with a large enough effect; inconclusive = small, poorly fitted or top-dose-only effect, or another doubt; inactive = no such curve, though single readings can be large; an effect the other way counts as inactive or inconclusive.

Screening O=C(COc1ncnc2ccccc12)Nc1cc([N+](=O)[O-])ccc1F returned pAkt inh inactive, GLP1R inv ag 7%, TDP43 rescue 1%, FUS yeast rescue 8%, GLP1R cytotox -3%, aSyn rescue 3%, MmCpn inh 1%, PTHR1 agonist inactive and Abeta rescue 1%.
For NC(=O)C1CCN(c2ncccc2[N+](=O)[O-])CC1 the results were pAkt inh inactive, GLP1R inv ag 13%[7.66 µM], TDP43 rescue -6%, FUS yeast rescue -3%, GLP1R cytotox -3%[7.66 µM], aSyn rescue 1%, MmCpn inh 1%, PTHR1 agonist inactive and Abeta rescue 6%.
Cc1ccc(S(=O)(=O)Cc2ccc(C(=O)N3CCN(c4cccc(C)c4C)CC3)o2)cc1 was read as pAkt inh inactive, GLP1R inv ag 5µM*, TDP43 rescue 22µM*, FUS yeast rescue inconclusive, GLP1R cytotox inconclusive, aSyn rescue 13%, MmCpn inh -1%, PTHR1 agonist -18%&-31% and Abeta rescue -19%&-14%.
O=[N+]([O-])c1ccc(S(=O)(=O)NCc2nc3cccnc3n2Cc2ccccc2Cl)cc1 was read as GLP1R inv ag 6%, TDP43 rescue 21%, FUS yeast rescue -14%, GLP1R cytotox 0%, PTHR1 agonist -80%[inhibitor] and Abeta rescue 11%.
For CCNC(=O)COc1ccc(C=O)cc1OC the results were pAkt inh inactive, GLP1R inv ag 24%, TDP43 rescue 11%, FUS yeast rescue -5%, GLP1R cytotox 6%[1.53 µM], aSyn rescue -5%, MmCpn inh 2%, PTHR1 agonist inactive and Abeta rescue -4%.
Screening CC(C)c1ccccc1NC(=O)c1ccc2ncsc2c1 returned pAkt inh inactive, GLP1R inv ag -8%, TDP43 rescue 14%, FUS yeast rescue 7%, GLP1R cytotox 16%, aSyn rescue 0%, MmCpn inh -11%, PTHR1 agonist -20% and Abeta rescue -17%.
COc1cc(C(=O)OC(C)C(=O)N2CCc3ccccc3C2)ccc1OCC(=O)N1CCOCC1 (configuration not stated) was read as pAkt inh inactive, GLP1R inv ag 8%, TDP43 rescue -11%, FUS yeast rescue -2%, GLP1R cytotox -12%, aSyn rescue -2%, MmCpn inh 1%, PTHR1 agonist inactive and Abeta rescue 5%.
`CC(C)(C)C1CCc2onc(C(=O)Nc3cnn(Cc4ccc(F)cc4)c3)c2C1` (configuration not stated) gave pAkt inh inactive, GLP1R inv ag 2%, TDP43 rescue -14%, FUS yeast rescue 22%, GLP1R cytotox 8%, aSyn rescue 0%, MmCpn inh 2%, PTHR1 agonist inactive and Abeta rescue -17%.
CSc1ccccc1NC(=O)C1(C)CCN1C(=O)CCC1CCCC1 (configuration not stated) was read as pAkt inh inactive, GLP1R inv ag inconclusive, TDP43 rescue 0%, FUS yeast rescue 29%, GLP1R cytotox 2%, aSyn rescue 11%, PTHR1 agonist inactive and Abeta rescue -2%.
CCOc1ccccc1CNC(=O)CCCN1C(=O)CCn2nc(-c3cccn3C)cc21 was read as GLP1R inv ag -19%, TDP43 rescue 0%, FUS yeast rescue 31%, GLP1R cytotox -10%, PTHR1 agonist inactive and Abeta rescue 0%.
Screening COc1ccc(OC)c(NC(=O)COC(=O)/C=C/c2ccc(Cl)cc2)c1 returned pAkt inh inactive, GLP1R inv ag 8%, TDP43 rescue 11%, FUS yeast rescue 16%, GLP1R cytotox -3%[1.53 µM], aSyn rescue -3%, MmCpn inh 1%, PTHR1 agonist inactive and Abeta rescue 4%.
For COc1ccc(Cn2c(C(=O)O)c(CNCCc3ccco3)c3ccc(C)cc32)cc1 the results were GLP1R inv ag -20%, TDP43 rescue 13%, FUS yeast rescue 27%, GLP1R cytotox 1%, PTHR1 agonist inactive and Abeta rescue 3%.
Screening CCc1ccccc1NC(=O)/C(C#N)=C/c1ccc(Sc2ccccc2)o1 returned pAkt inh inactive, GLP1R inv ag inconclusive, TDP43 rescue -3%, FUS yeast rescue -9%, GLP1R cytotox 25%, aSyn rescue 2%, MmCpn inh -3%, PTHR1 agonist -4% and Abeta rescue -4%.
C/C(=N/Nc1ccccc1[N+](=O)[O-])c1ccc([N+](=O)[O-])cc1 was read as pAkt inh inactive, GLP1R inv ag -16%, TDP43 rescue 7%, FUS yeast rescue -16%, GLP1R cytotox 3%, aSyn rescue -3%, MmCpn inh -2%, PTHR1 agonist 2% and Abeta rescue -5%.
NC(=O)C1=C[C@@H](c2ccc(Br)cc2)C[C@@H](OCCCCO)O1 was read as pAkt inh inactive, GLP1R inv ag 8%, TDP43 rescue 6%, FUS yeast rescue -10%, GLP1R cytotox -1%, aSyn rescue 6%, PTHR1 agonist inactive and Abeta rescue -25%.
`CCOc1ccccc1N(C)C(=O)c1nn(-c2ccc(C)cc2)c(=O)c2c1c1ccccc1n2C` gave GLP1R inv ag -2%, TDP43 rescue -23%, FUS yeast rescue 0%, GLP1R cytotox 14%, PTHR1 agonist -4% and Abeta rescue -11%.
For O=C1CN(Cc2ccccc2)C(=NCc2ccco2)S1 the results were pAkt inh inactive, GLP1R inv ag 0%, TDP43 rescue 0%, FUS yeast rescue 30%, GLP1R cytotox 14%, aSyn rescue 9%, MmCpn inh -2%, PTHR1 agonist inactive and Abeta rescue -3%.
For COc1ccccc1OCCNC(=O)CN(c1cccc(C)c1)S(=O)(=O)c1ccccc1 the results were pAkt inh inactive, GLP1R inv ag inconclusive, TDP43 rescue 29%, FUS yeast rescue 30%, GLP1R cytotox -1%, aSyn rescue 5%, MmCpn inh -1%, PTHR1 agonist inactive and Abeta rescue 0%.
Screening O=[N+]([O-])c1cnc2nc(-c3ccncc3)nn2c1O returned pAkt inh inactive, GLP1R inv ag inconclusive, TDP43 rescue -19%, FUS yeast rescue -13%, GLP1R cytotox -2%, aSyn rescue -22%, MmCpn inh 2%, PTHR1 agonist inactive and Abeta rescue -15%.
For CCOC(=O)C1=C(C)C(c2ccc(OC)cc2)NC(=S)N1 (configuration not stated) the results were pAkt inh inactive, GLP1R inv ag -25%, TDP43 rescue 17%, FUS yeast rescue 0%, GLP1R cytotox -18%, aSyn rescue -3%, MmCpn inh 2%, PTHR1 agonist -1%[57.5 µM] and Abeta rescue -2%.
Screening N#Cc1c(NC(=O)CSc2ncc(-c3ccccc3)n2CC2CCCO2)sc2c1CCCC2 (configuration not stated) returned pAkt inh inactive, GLP1R inv ag inconclusive, TDP43 rescue -19%, FUS yeast rescue 45%, GLP1R cytotox 4%, aSyn rescue 18%, MmCpn inh -1%, PTHR1 agonist inactive and Abeta rescue 8%.
For Nc1cc(C(=O)OCC(=O)NCc2ccc(F)cc2)ccc1Cl the results were pAkt inh inactive, GLP1R inv ag 1%, TDP43 rescue -16%[0.397 µM], FUS yeast rescue -9%, GLP1R cytotox -1%, aSyn rescue -1%, MmCpn inh -6%, PTHR1 agonist inactive and Abeta rescue -33%[inhibitor].
Screening Cc1cccc(N2CCN(c3nc4ccccc4c4nnc(C)n34)CC2)c1C returned GLP1R inv ag 3%, TDP43 rescue 20%, FUS yeast rescue -8%, GLP1R cytotox 3%, PTHR1 agonist -5% and Abeta rescue 4%.
`CC1CN(C(=O)CS(=O)(=O)Cc2ccccc2)CC(C)O1` (configuration not stated) gave pAkt inh inactive, GLP1R inv ag -15%, TDP43 rescue -6%, FUS yeast rescue 10%, GLP1R cytotox 0%, aSyn rescue 5%, MmCpn inh 0%, PTHR1 agonist inactive and Abeta rescue 28%.
N=c1c2ccccc2nnn1-c1ccccc1[N+](=O)[O-] was read as pAkt inh inactive, GLP1R inv ag 10%, TDP43 rescue inconclusive, GLP1R cytotox -3%, aSyn rescue -7%, PTHR1 agonist -22% and Abeta rescue -15%.
`Cc1cccn2c(CNCCCOc3cccnc3)c(C(=O)N3CCOCC3)nc12` gave pAkt inh inactive, GLP1R inv ag 2%, TDP43 rescue 5%, FUS yeast rescue -22%, GLP1R cytotox 3%, aSyn rescue 0%, MmCpn inh -2%, PTHR1 agonist inactive and Abeta rescue -5%.
`Cc1cccc(S(=O)(=O)Nc2ccncc2)c1` gave pAkt inh inactive, GLP1R inv ag 8%, TDP43 rescue 22%, FUS yeast rescue 2%, GLP1R cytotox 10%, aSyn rescue 4%, MmCpn inh 1%, PTHR1 agonist inactive and Abeta rescue 4%.
For CCNc1nc(NC(C)C)nc(Oc2ccc(=O)n(C)n2)n1 the results were pAkt inh inactive, GLP1R inv ag 0%[7.66 µM], TDP43 rescue -6%[9.22 µM], FUS yeast rescue 26%, GLP1R cytotox 4%[7.66 µM], aSyn rescue -1%, MmCpn inh -5%, PTHR1 agonist -51%[inhibitor] and Abeta rescue -3%.

Reprinted at random: 2 entries already listed
Screening Cc1cccc(N2CCN(c3nc4ccccc4c4nnc(C)n34)CC2)c1C returned GLP1R inv ag 3%, TDP43 rescue 20%, FUS yeast rescue -8%, GLP1R cytotox 3%, PTHR1 agonist -5% and Abeta rescue 4%.
`Cc1cccc(S(=O)(=O)Nc2ccncc2)c1` gave pAkt inh inactive, GLP1R inv ag 8%, TDP43 rescue 22%, FUS yeast rescue 2%, GLP1R cytotox 10%, aSyn rescue 4%, MmCpn inh 1%, PTHR1 agonist inactive and Abeta rescue 4%.

Only part of the results is shown; the hit share may differ from the screen's.
